Assay outcomes: PubChem BioAssay, Broad Institute
miR122 inh: miR-122 Renilla sensor signal increase in Huh7, primary screen, miR-122 inhibitor project, cell-based, single point, plate reader; activation (reporter increase), % at 12.5 µM; actives 0.3% (n = 340,000); Huh7 miR-122 Renilla luciferase sensor, 48 h; neutral wells = 0, positive control = 100;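 active = mean replicate activation score at least 90 and every replicate individually at or above 90; inconclusive = only one of the two criteria met; inactive = neither criterion met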;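 also: higher luciferase means less miR-122 activity so hits act as miR-122 inhibitors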
Statin myotox sup: suppressors of statin myotoxicity in C2C12 myotubes, primary screen, cell-based, single point, plate reader | C2C12 myotubes + simvastatin, ATP luminescence, 48 h; scaled: DMSO 0, geranylgeraniol control 100 | rescue of ATP level, % at 7.49 µM | actives 0.78% (n = 330,000) | AID 602340, 2012;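 active = mean ATP rescue above about 67%, or every replicate alone reaching that limit, limit read from the data, passing the limit was not always enough; inconclusive = no clear call, values can overlap the other calls; inactive = mean under the limit and some replicate under it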;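 also: myotubes were challenged with 10 µM simvastatin during compound exposure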
PglD DTNB: C. jejuni PglD acetyltransferase inhibitors, primary screen, biochemical, DTNB colorimetric, single point. UDP-N-acetylbacillosamine N-acetyltransferase PglD (Campylobacter jejuni). purified PglD enzyme, DTNB colorimetric CoA detection. inhibition, % at 12.5 µM. actives 0.098% (n = 360,000); in the data active = inhibition above about 16%, passing the limit was not always enough; inconclusive = no clear call, values can overlap the other calls; also: strong numbers were not always called active
CFTR F508del cor: F508del CFTR correction, initial screen, CFBE line, single point; CFBE cells, YFP halide quenching; stimulated with forskolin plus potentiator P3; % fluorescence drop versus neutral controls; activity (quench increase), % at 7.58 µM; actives 0.36% (n = 350,000);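 active = mean added fluorescence quench of at least 8% versus neutral control, with both replicates also reaching 8%; inconclusive = only one of the mean or replicate conditions met; inactive = mean below 8% and not both replicates reaching 8%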;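 also: cells transiently co-express mutant CFTR-F508del with the halide-sensitive YFP; corrector assay measuring rescue of mutant channel to the surface after 24 h compound exposure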
PGC1a acetyl inh: inhibitors of PGC1a acetylation signal, primary screen, cell-based, U2OS, AlphaScreen, inhibitor mode; AlphaScreen anti-acetyl-lysine; with virally co-expressed GCN5 acetyltransferase; inhibition, % at 15.6 µM; actives 0.17% (n = 350,000); AID 651687, 2012;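 active = every replicate shows inhibition of at least 40%; inconclusive = mean inhibition at least 40% but some replicate below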;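 also: 0% = neutral control wells and 100% = positive control wells; some results beyond the cut were filed as inactive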
Cneo AK release: Cryptococcus neoformans cell lysis inducers, primary screen, AK release luminescence, single concentration; C. neoformans lysis, adenylate kinase release luminescence, 4 h; normalised: neutral wells 0, clomiphene wells 100; lysis activity, % at 15 µM; actives 0.2% (n = 360,000); AID 651654, 2012;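 active = mean lysis activity across replicates of at least 80%, whatever share of replicates individually reach that level; inactive = mean lysis activity below 80%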
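Assay system: C. neoformans cells. Amount: yeast cell density of 5 × 10^6 cells/mL. Technique: AK luminescence. Buffer or medium: YPD. Times: static 4 h at 37 °C with compound, 1 h detection. Dosing: single-point compound dose. Read-out: lysis from increased AK signal.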
GSIS activator: GLuc luminescence reporter in INS-1E cells, primary screen for activators of glucose-dependent secretion of insulin | activation, % at 16.6 µM | INS-1E GLuc reporter insulin secretion, 2-3 h | AID 743287, 2014 | actives 0.61% (n = 370,000);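 active = lowest replicate activation of at least 40%, so every replicate reaches that level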;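 also: 0% = median of neutral control wells and 100% = median of IBMX positive control wells; some compounds called inactive have numbers as strong as hits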
FN deposit inh: inhibitors of fibronectin matrix deposition, primary screen, AH1F cells, Alexa488-fibronectin fluorescence, plate reader | actives 0.086% (n = 350,000) | AH1F fibroblasts, overnight | inhibition, % at 12.6 µM;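 active = mean inhibition across replicates of 30% or more, regardless of how many single replicates reach that level; inconclusive = mean under 30% yet at least half of replicates reach 30%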;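 also: positive control wells lacked labelled fibronectin entirely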
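Assay system: AH1F fibroblasts assembling fluorescent fibronectin matrix; Amount: 10000 AH1F cells per well; Buffer or medium: DMEM, 2% serum; Probe or stimulus: Alexa488-fibronectin, 24 nM final in well; Doses: single compound dose, delivered by pin transfer; Incubation: 1 h adhesion, overnight exposure; Measured by: fluorescence 485/525 nm; Read-out: fibronectin deposition inhibition.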
Starred values were filed as active, the others as inactive; ? = inconclusive; / = not tested or not shown; [ ] = remark or other dose.

item	molecule	miR122 inh	Statin myotox sup	PglD DTNB	CFTR F508del cor
1	Cc1ccc(S(=O)(=O)Nc2ccc3c(c2)CC(=O)N([C@H](C)CO)C[C@H](C)[C@H](CN(C)CC2CCCCC2)O3)cc1	-4[16.7 µM]	-14	-3	-0.3
2	COC(=O)[C@H](Cc1ccccc1)NC(=O)C1CCN(C(=O)[C@H](C)NS(=O)(=O)c2ccc(C)cc2)CC1	-3	18	-5	-3.0
3	CS(=O)(=O)Nc1ccccc1C(=O)NCCSc1ccc(Cl)cc1	6	-11	-2	0.1
4	COc1cc(NC(=O)Nc2nc(C(N)CCc3ccccc3)cs2)cc(OC)c1OC (stereo unspecified)	-5	-20	-4	5.1
5	CCCS(=O)(=O)NC(=O)C1(C)CCN(C(=O)c2ccc3ccccc3c2)C1 (stereo unspecified)	3	6	-2	/
6	O=C(OCCCC(=O)N1CCOCC1)c1ccccc1	-14	-5	-38	/
7	COc1ccc(S(=O)(=O)N(C)C[C@H]2Oc3ccc(NC(=O)Nc4ccccc4)cc3C(=O)N([C@@H](C)CO)C[C@@H]2C)cc1	2[16.7 µM]	7	-3	-2.2
8	CCOC(=O)C1(CCc2ccccc2)CCN(Cc2cnc(N(C)C)s2)CC1	-1	7	5	2.1
9	CC(OC(=O)/C=C/c1cccc(F)c1)C(=O)NC1CCCCC1C (stereo unspecified)	-7	-2	2	-0.1
10	S=C(N=Nc1ccccc1)NNc1ccccc1	5	-5	-2	-3.9
11	COc1ccc(CCNC(=O)CCNC(=O)c2ccccc2Cl)cc1	-5	5	0	-2.4
12	CCCC(=O)N1CCCC1(C)C(=O)Nc1ccc(-n2cccc2)cc1 (stereo unspecified)	-7	5	0	-2.1
13	COCCNC(=O)[C@H](CSCc1ccccc1)N1Cc2ccccc2C1=O	33	/	3	0.6
14	O=C(Nc1ncccn1)c1cccc(Cl)c1	-4	/	8	-3.6
15	COc1ccc(CNC(=O)CSc2ncnc3nc[nH]c23)cc1	-5	5	6	/

item	PGC1a acetyl inh	Cneo AK release	GSIS activator	FN deposit inh
1	-11	7	/	/
2	4	2	11	-3
3	5	-3	-34	0
4	/	1	7	21
5	/	-1	/	/
6	1	4	3	3
7	16	-1	5	/
8	1	1	-36	-2
9	1	2	11	/
10	-3	-11	-4	-1
11	-6	1	19	3
12	12	1	7	/
13	-2	0	-10	3
14	-6	-2	-7	6
15	-4	-2	/	17

Next part (2 carried over from the part before).
item	molecule	miR122 inh	Statin myotox sup	PglD DTNB	CFTR F508del cor
14	O=C(Nc1ncccn1)c1cccc(Cl)c1	-4	/	8	-3.6
15	COc1ccc(CNC(=O)CSc2ncnc3nc[nH]c23)cc1	-5	5	6	/
16	CCC(=O)N1CCc2cc(S(=O)(=O)N3CCN(c4ccccc4)CC3)ccc21	2	-63	5	-0.8
17	CCOc1ccc2c(c1)nc(SCC(=O)c1ccc(Br)s1)n2C	44	70*	-6	/
18	C[C@@H]1CN([C@H](C)CO)C(=O)c2c(c3ccccc3n2C)-c2ccccc2CO[C@@H]1CN(C)C(=O)[C@H]1CCCN1C	/	-3	2	-1.0
19	Brc1ccccc1C1Nc2cccc3cccc(c23)N1	4	28	-3	-3.0
20	O=C(NC(=S)N1CCN(c2ccc(C(F)(F)F)cc2[N+](=O)[O-])CC1)c1cccs1	1	/	-6	0.4
21	Cn1cnnc1Sc1ccc(C(=O)NCCC(c2ccccc2)c2ccccc2)cc1[N+](=O)[O-]	-3	/	-2	0.3
22	CCN(CC)P(=O)(Nc1ccccc1Br)c1ccc(N(C)C)cc1NC(=O)c1ccco1 (stereo unspecified)	5	/	/	1.0
23	CCS(=O)(=O)c1ccc(O)c(NC(=O)NC2CCCCC2)c1	12	7	5	0.4
24	CCNC(=O)C[C@@H]1CC[C@H]2[C@@H](COc3ccc(NC(C)=O)cc3C(=O)N2C)O1	37[16.7 µM]	6	0	-1.9
25	CN1CCN(C(=O)C[C@@H]2CC[C@H]3[C@@H](COc4ccc(NC(=O)C5CCCC5)cc4C(=O)N3C)O2)CC1	/	/	/	2.1
26	Cc1cccc(-c2ccc3c(c2)C2CC3CCN2C)c1 (stereo unspecified)	-1	-5	-1	-0.1
27	CN(C)c1ccc(N2CC(C)(C)C2=O)cc1	1	-2	/	1.8
28	Cc1ccc(NC(=S)N(CCN(C)C)C(C)c2ccco2)cc1Cl (stereo unspecified)	2	-2	2	0.8
29	Cc1nn(CC(=O)NCCCN2C(C)CCCC2C)c(=O)c2cc3occc3n12 (stereo unspecified)	2	27	4	-2.4
30	O=C(O)c1cc(-c2ccccc2)c(N2CCOCC2)s1	1	16	-6	/

item	PGC1a acetyl inh	Cneo AK release	GSIS activator	FN deposit inh
14	-6	-2	-7	6
15	-4	-2	/	17
16	5	3	-4	-1
17	4	-1	-19	-1
18	2	-1	10	3
19	-4	-2	-14	0
20	-5	5	-3	15
21	-2	-3	-11	8
22	2	/	4	-7
23	0	-2	19	-8
24	4	3	10	5
25	10	/	-5	-3
26	1	-1	7	12
27	-9	/	8	-3
28	-8	4	-12	-7
29	-19	2	36	-1
30	-10	4	6	/

The results go on.
item	molecule	miR122 inh	Statin myotox sup	PglD DTNB	CFTR F508del cor
31	CCn1c(=O)n(CCOC)c(=O)c2c3c(sc21)CCCC3	-6	-18	1	/
32	Cc1cc(C(=O)N2CCN(c3ncccc3C#N)CC2)no1	-2	-6	/	0.5
33	CC[C@]12c3[nH]c4cc(-c5ccco5)ccc4c3CCN1C(=O)[C@@H](CC(=O)NCCCOC)C[C@@H]2C(=O)N1CCN(C(=O)c2ccco2)CC1	/	16	1	-3.5
34	Cc1ccc(-c2nn(CC(=O)Nc3ccc4c(c3)nc3n4CCOC3)c(=O)c3ccccc23)cc1	-2	-26	-1	/
35	O=C(NCc1ccc2c(c1)OCO2)C1CC(c2ccc(Cl)cc2)=NO1 (stereo unspecified)	-1	-1	3	/
36	O=C(CSc1n[nH]c(-c2ccc(S(=O)(=O)NC3CCCCC3)cc2)n1)N1CCCC1	60	12	1	/
37	N#C[C@@H]1[C@@H](c2ccc(-c3ccccc3F)cc2)[C@@H](CO)N1C(=O)C1CC1	/	-13	-3	1.3
38	O=C(NC1CCCC1)[C@@H]1[C@@H](CO)[C@@H]2Cn3c(ccc(C4=CCCCC4)c3=O)[C@H]1N2CC1CC1	8[16.7 µM]	22	7	-0.5
39	CCCCCC(=O)N1C[C@H](O)[C@@H](n2cc(-c3ccc(F)cc3)nn2)C[C@@H]1c1ccc(OC)cc1	-2	1	2	-1.6
40	Cc1ccc(SCCOCCN2CCOCC2)cc1	1	-1	-4	0.3
41	Cc1ccc(-n2nc3ccc(NC(=O)c4ccco4)cc3n2)cc1	-1	/	-2	/
42	O=C(CSc1ccc2nnc(-c3ccccn3)n2n1)Nc1ccc2c(c1)OCO2	0	-1	-10	1.3
43	O=C(O)CSc1nc2ccc(Cl)cc2[nH]1	-4	-43	/	/
44	N#CCCN(C(=O)COC(=O)CCNS(=O)(=O)c1ccccc1)c1ccccc1	-4	-4	2	-0.4
45	Cc1ccc(S(=O)(=O)N(C)C[C@H]2Oc3c(NC(=O)NC(C)C)cccc3C(=O)N([C@@H](C)CO)C[C@@H]2C)cc1	0[16.7 µM]	-9	1	2.5

item	PGC1a acetyl inh	Cneo AK release	GSIS activator	FN deposit inh
31	-8	3	/	/
32	-6	/	5	-8
33	/	0	6	12
34	-6	2	/	3
35	0	-2	/	/
36	-2	0	/	/
37	0	-4	8	-8
38	/	-4	-1	-38
39	-17	0	/	11
40	7	13	16	-4
41	-2	-8	65*	/
42	1	0	/	2
43	9	-1	/	/
44	0	2	/	8
45	-6	-2	-6	/

Single records, from the list above. Order of values: miR122 inh | Statin myotox sup | PglD DTNB | CFTR F508del cor | PGC1a acetyl inh | Cneo AK release | GSIS activator | FN deposit inh
O=C(O)CSc1nc2ccc(Cl)cc2[nH]1 is listed as -4 | -43 | / | / | 9 | -1 | / | /
N#CCCN(C(=O)COC(=O)CCNS(=O)(=O)c1ccccc1)c1ccccc1 is listed as -4 | -4 | 2 | -0.4 | 0 | 2 | / | 8

New compounds follow:
item	molecule	miR122 inh	Statin myotox sup	PglD DTNB	CFTR F508del cor
46	CCNC(=O)[C@H]1[C@H](CO)[C@H]2Cn3c(ccc(-c4ccc(F)cc4)c3=O)[C@@H]1N2C(=O)C1CC1	-1[16.7 µM]	-1	1	-0.9
47	CC(=O)N(C)C[C@H]1Oc2cc(C#C[C@H](C)O)ccc2S(=O)(=O)N([C@H](C)CO)C[C@@H]1C	-4[16.7 µM]	3	10	-0.4
48	O=C(NCC(O)c1ccc([N+](=O)[O-])cc1)C1=COCCO1 (stereo unspecified)	/	4	4	1.1
49	O=C(C[C@@H]1CC[C@@H]2NC[C@H](O)COC[C@H]2O1)NCCc1ccccc1	-8[16.7 µM]	1	0	-1.1
50	O=C(NCC(=O)N(c1cccc(F)c1)C(C(=O)NCC1CCCO1)c1ccccc1)c1ccco1 (stereo unspecified)	7	-8	-5	/
51	Cc1nn(-c2ccccc2)nc1CNS(C)(=O)=O	/	/	/	0.3
52	CCC(C)NS(=O)(=O)c1ccc(NC(=O)C(Sc2ccccc2)c2ccccc2)cc1 (stereo unspecified)	25	/	-1	-1.6
53	c1ccc(Cn2nnnc2C(c2cccs2)N2CCc3ccccc3C2)cc1 (stereo unspecified)	8	?	2	/
54	OC(COc1ccccc1)CN1CCN(Cc2ccc3c(c2)OCO3)CC1 (stereo unspecified)	-4	/	/	-1.1
55	O=C(c1ccccc1)N1CCN(c2ncccn2)CC1	-6	6	0	1.1
56	CCS(=O)(=O)N1Cc2ccccc2CC1C(=O)Nc1ccc(F)c(F)c1 (stereo unspecified)	-4	24	2	0.8
57	Cc1ccc(NC(=O)C2(C)CCN2C(=O)C2(c3ccc(Cl)cc3)CC2)cc1 (stereo unspecified)	-3	3	-4	0.2

item	PGC1a acetyl inh	Cneo AK release	GSIS activator	FN deposit inh
46	3	49	-4	/
47	12	11	24	/
48	/	2	2	-2
49	1	0	3	4
50	8	0	/	-4
51	10	/	-4	10
52	/	1	/	14
53	-25	8	/	/
54	-7	/	7	5
55	11	4	15	7
56	-4	1	5	-8
57	-10	-1	-22	6
